bIAP inhibitor: bovine intestinal alkaline phosphatase inhibitors, primary screen, selectivity assay for TNAP inhibitor project, biochemical, bovine IAP, CDP-star luminescence; alkaline phosphatase, intestinal [Bos taurus]; AID 1019, 2008; 190,000 tested, under 10 active; purified bovine IAP, 30 min; inhibition, % at 20 µM;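 active means over 50% inhibition of intestinal alkaline phosphatase at 20 µM in the single-dose screen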
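test system = bovine IAP enzyme | medium = DEA buffer 100 mM, pH 9.8, with MgCl2 1.0 mM, ZnCl2 0.02 mM | detection = luminescence | dosing = single compound dose of 20 µM, 2% DMSO final | incubation = 30 min reaction at room temperature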
PPARg SRC-2 ag: agonists of PPARg-SRC-2 recruitment, primary screen, biochemical, HTS; Peroxisome proliferator-activated receptor gamma (Homo sapiens), P37231; hit rate 0.34% among 200,000; activation, % at 8 µM; PPARgamma LBD-SRC-2 recruitment; in the data active means activation above about 22%;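 further: 0% = vehicle and 100% = reference agonist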
Target sequence (P37231 whole entry, looked up, the tested form may be a part): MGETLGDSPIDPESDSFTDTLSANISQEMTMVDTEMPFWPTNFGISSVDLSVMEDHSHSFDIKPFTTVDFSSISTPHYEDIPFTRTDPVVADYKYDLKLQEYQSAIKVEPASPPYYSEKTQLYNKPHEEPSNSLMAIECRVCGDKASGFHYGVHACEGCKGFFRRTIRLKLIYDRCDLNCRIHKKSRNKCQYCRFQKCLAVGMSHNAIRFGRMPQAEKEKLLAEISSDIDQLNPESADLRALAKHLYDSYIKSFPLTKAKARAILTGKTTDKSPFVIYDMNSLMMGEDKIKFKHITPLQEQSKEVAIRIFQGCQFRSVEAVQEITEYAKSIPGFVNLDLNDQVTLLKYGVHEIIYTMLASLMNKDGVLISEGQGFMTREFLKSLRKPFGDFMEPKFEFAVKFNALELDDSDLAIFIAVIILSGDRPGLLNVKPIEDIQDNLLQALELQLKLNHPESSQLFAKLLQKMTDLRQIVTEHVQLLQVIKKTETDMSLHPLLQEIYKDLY
Efa HMGR inh: inhibitors of E. faecalis class II HMGR, primary screen, biochemical, Enterococcus faecalis; purified E. faecalis HMGR, NADPH absorbance 340 nm kinetic; AID 1066, 2008; hit rate 0.41% among 190,000; inhibition, % at 10 µM;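 active means inhibition above a set limit, the median over all tested compounds plus 3 SD, cut at about 9.5% in these data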;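 further: enzyme runs in reverse so mevalonate oxidation gives rising NADPH absorbance; 0% = complete reaction with DMSO and 100% = background rate lacking mevalonate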
L major viab: Leishmania major promastigote growth inhibition, primary screen. Leishmania major promastigotes, resazurin fluorescence viability. inhibition, % at 10 µM. hit rate 9% among 200,000. AID 1063, 2008; in the data active means inhibition above about 50%;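 further: promastigotes grown with compound for 44 hours at 28 °C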
S1P3 antag: S1P3 receptor antagonists, primary screen, cell-based | CHO S1P3 NFAT-BLA reporter, FRET fluorescence, antagonist mode | Sphingosine 1-phosphate receptor 3 (Homo sapiens), Q99500 | AID 485, 2006 | hit rate 0.27% among 170,000 | inhibition, % at 4.98 µM;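 active means inhibition above the plate cutoff, the mean inhibition of test wells on that plate plus 3 SD, cut at about 28% in these data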;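 further: cells challenged with S1P at its EC80 of 0.8 µM; blue over green emission ratio from cleaved BLA substrate after 4 h stimulation; 0% = S1P-stimulated wells and 100% = unstimulated DMSO-only wells; some compounds past the cut are filed as inactive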
TR-FRET SRC-2 ct: TR-FRET signal artefacts, primary screen, artefact control for PPARgamma SRC-2 agonist project, biochemical; AID 1049, 2008; hit rate 0.4% among 200,000; TR-FRET artefact counter-screen; active compounds read high; TR-FRET ratio at 8 µM; in the data active means TR-FRET ratio above about 2000; further: inactives centre near 1500
PPARg SRC-3 ag: PPARgamma agonists recruiting SRC-3 coactivator, primary screen, biochemical; Peroxisome proliferator-activated receptor gamma (Homo sapiens), P37231; biochemical PPARgamma/SRC-3 coactivator recruitment assay; activation, % at 8 µM; hit rate 0.26% among 200,000; AID 731, 2007; in the data active means activation above about 23%;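 further: 0% = DMSO and 100% = reference agonist; some compounds past the cut are filed as inactive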
DTT redox prof: compounds producing H2O2 with reducing agent – biochemical, NIH compound library profiling, artefact control for MLSCN library redox annotation, primary screen | DTT-dependent redox cycling H2O2, phenol red/HRP absorbance; 100% = 100 µM peroxide control, 0% = buffer | activation, % at 10 µM | hit rate 0.03% among 200,000 | AID 878, 2007;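 active means activation of at least 50% relative to the plate's high and low controls in the primary single-dose screen; inactive means activation below 50%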;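 further: compound incubated with DTT at 0.8 mM final as the reducing agent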
ROMK primary: ROMK potassium channel modulators, primary screen, cell-based, thallium flux, MLSMR library. B-score at 10 µM. Tet-inducible ROMK, thallium flux fluorescence; actives lie on both sides. hit rate 2% among 130,000. ATP-sensitive inward rectifier potassium channel 1 (Homo sapiens), P48048;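 active means signal ratio slope over the read window, or its plate-corrected B-score, at least 3 SD from the plate mean, either direction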;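 further: B-score of the F/F0 ratio slope over 7 to 12 s after thallium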
Target sequence (P48048 whole entry, looked up): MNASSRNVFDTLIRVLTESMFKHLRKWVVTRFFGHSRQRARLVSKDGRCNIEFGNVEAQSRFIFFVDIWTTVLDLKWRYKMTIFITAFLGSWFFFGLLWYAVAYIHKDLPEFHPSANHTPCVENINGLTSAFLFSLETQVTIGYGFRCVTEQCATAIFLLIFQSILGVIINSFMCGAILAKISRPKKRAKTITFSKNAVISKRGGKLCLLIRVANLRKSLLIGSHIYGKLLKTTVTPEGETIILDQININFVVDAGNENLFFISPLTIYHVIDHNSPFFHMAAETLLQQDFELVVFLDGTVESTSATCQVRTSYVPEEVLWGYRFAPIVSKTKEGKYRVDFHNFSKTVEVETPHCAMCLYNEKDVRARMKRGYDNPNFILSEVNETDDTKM
PPARg SRC1 recr: PPARgamma agonists recruiting SRC-1 coactivator, primary screen, biochemical; PPARgamma-SRC-1 coactivator recruitment biochemical assay; AID 631, 2007; Peroxisome proliferator-activated receptor gamma (Homo sapiens), P37231; hit rate 0.41% among 200,000; activation, % at 8 µM; in the data active means activation above about 19%;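 further: 0% = DMSO and 100% = reference agonist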
RAM inhibit: inhibitors of the yeast RAM network, primary screen, dse1pr::URA3 reporter, 5-FOA selection | S. cerevisiae dse1pr::URA3 reporter, 5-FOA growth OD615, 2 d; analog-sensitive cbk1-as2 kinase mutant strain | inhibition, % at 50 µM | hit rate 1.8% among 190,000 | AID 868, 2007;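 active means inhibition above a set limit, 3 SD over mean compound inhibition, cut at about 8.4% in these data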;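 further: 0% = DMSO-only wells with no growth and 100% = 10 µM 1-NA-PP1 full growth; inhibition rescues growth on 5-FOA so higher OD means more RAM inhibition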
Starred values were filed as active, the others as inactive; . = no result given.

Order of values: DTT redox prof, PPARg SRC-3 ag, S1P3 antag, L major viab, TR-FRET SRC-2 ct, PPARg SRC-2 ag, RAM inhibit, ROMK primary, Efa HMGR inh, PPARg SRC1 recr, bIAP inhibitor
Cc1cc(C)nc(N/N=C/C2=C(N3CCOCC3)C(=C\c3ccc(Cl)cc3)/CC2)n1
 : 0.3, 0, -4, 30, 1511, -5, 1.2, -0.74, 1, -1, 4
Cc1cccc(NC(=O)CN2CCSc3ccccc32)c1
 : -0.2, 2, -8, -2, 1469, 5, 0.7, -0.46, 13*, 1, 3
Cc1ccc2c(c1)[C@@H]1CN(C)CC[C@@H]1N2S(=O)(=O)c1ccc(F)cc1
 : 0.0, -14, ., 88*, 1477, -7, -0.8, -0.19, 5, 2, -1
COc1cccc(NC(=O)CN(c2ccc3c(c2)OCO3)S(C)(=O)=O)c1
 : -0.5, 6, -24, 28, 1541, -4, 1.7, 0.38, -1, -2, -18
COc1ccc(CCNC(=O)COc2ccc(N(C)S(=O)(=O)c3ccc(Cl)cc3)cc2)cc1
 : -3.3, 1, -2, 97*, 1664, 1, 6.3, -1.3, 3, 8, -12
O=S(=O)(c1ccc(S(=O)(=O)N2CCCC2)cc1)N1CCCCCC1
 : -1.8, 3, -23, 1, 1620, 2, -0.8, ., -2, 8, 9
Cc1ccc(Cl)c(NC(=O)COC(=O)CNS(=O)(=O)/C=C/c2ccccc2)c1Cl
 : -0.2, 0, -10, -7, 1568, -2, 2.6, 0.027, 0, 4, 12
CCn1c(=O)cc(OCC(=O)NCCc2cccc(C)c2)c2ccccc21
 : -1.7, -1, 2, 15, 1568, -4, 3.6, 0.9, -6, 0, -8
Cc1ccc(-n2c(N)c(C(=O)Nc3c(C)n(C)n(-c4ccccc4)c3=O)c3nc4ccccc4nc32)cc1C
 : 1.2, 1, -1, 79*, 1642, -6, 6.0, ., -12, -2, 7
CCOC(=O)Cc1cnc(NC(=O)Cn2nnc(-c3ccc(OCC)cc3)n2)s1
 : 0.5, 3, -17, -8, 1708, 12, 3.1, ., -5, 16, 3
CCOc1ccc(C(=O)CN2CCN(S(=O)(=O)c3ccc(Br)cc3)CC2)cc1
 : 0.0, -2, 16, 3, 1330, -5, 0.8, -0.0007, 0, 1, 7
C=C(C)CN(CC)C(=O)CCc1nnc(CCc2c[nH]c3ccccc23)o1
 : 1.0, -3, -13, 3, 1682, -5, -1.5, 1.4, -4, 0, -7
O=S(=O)(c1cccc2ccccc12)n1nnc2ccccc21
 : 0.3, -1, ., 2, 1340, 0, 1.3, -0.22, -5, -2, 17
COc1cccc(/C(C)=N/NC(=O)c2cc(-c3cccnc3)nc3ccccc23)c1
 : -0.2, 0, -4, 5, 1388, -3, 0.8, -0.12, 0, -2, 19
Cc1ccc(N2CCN(C(=O)Nc3cccc([N+](=O)[O-])c3)CC2C)cc1 (stereo not drawn)
 : -0.5, 3, 12, 29, 1709, 9, 1.5, -2.6, -7, 5, 6
Cc1nn2cc(-c3ccccc3)nc2[nH]c1=O
 : -3.9, 1, ., -4, 1642, 3, 1.6, ., 1, -5, 4
COc1ccc(Cn2nnnc2C(c2ccccn2)N2CCN(c3cc(Cl)ccc3C)CC2)cc1 (stereo not drawn)
 : 1.8, 1, 20, 3, 1557, -1, 1.7, -1.1, 2, 2, -5
N#Cc1nc(-c2ccc(OCc3ccccc3)cc2)oc1NCCN1CCOCC1
 : 0.1, 1, -5, -6, 1560, -2, -1.7, 0.2, 0, -1, -7
C=CCCC1(C)C(=O)N(c2ccccc2)c2ccccc21 (stereo not drawn)
 : -0.3, -4, 0, 25, 1387, 0, 0.5, 0.94, -1, 2, 13
COc1ccc(C2CC(C(F)(F)F)n3ncc(C(=O)O)c3N2)cc1OC (stereo not drawn)
 : 3.7, -3, 12, -7, 1391, 8, 3.4, ., -2, 6, 9
Cc1c(N2C(=O)c3cccc4cccc(c34)C2=O)c(=O)n(-c2ccccc2)n1C
 : -0.1, 0, ., -2, 1479, 0, -0.3, 0.1, -1, 0, 0
Cc1ccc(-n2c(=S)[nH]c3nc4c(cc3c2=O)COC(C)(C)C4)cc1
 : 0.5, -4, -24, -2, 1526, -2, 3.9, ., -1, 4, -2
C/C(CC(=O)Nc1ccc(Cl)cc1Cl)=N\NC(N)=S
 : 0.8, -10, ., 1, 1480, -4, -1.1, ., -2, -6, -6
Cc1cc(C)n(-c2nc3ccccc3n3cnnc23)n1
 : 3.4, -7, -5, -4, 1447, -3, 1.0, 0.68, 3, -5, 10
Cc1ccc(S(=O)(=O)n2ccnc2)cc1C
 : -1.0, ., -24, -1, ., ., 1.9, ., -1, ., 9
S=C(NCCOCCOCCNC(=S)Nc1ccccc1)Nc1ccccc1
 : 0.1, 4, 3, 4, 1701, 0, 3.8, 0.41, -2, 12, -2
Cc1ccccc1NC(=O)Cn1c(=O)n(-c2ccc(CC(=O)NCC3CCCO3)cc2)c(=O)c2ccccc21 (stereo not drawn)
 : -0.6, 3, -17, -6, 1795, 6, 1.1, 0.48, -5, -2, -16
CCCc1[nH]nc2c1C(c1cccnc1)C(C#N)=C(N)O2 (stereo not drawn)
 : 0.1, -11, -81, 2, 1584, -7, 2.6, 1, 2, 3, 4
Cc1ccc(OCC(=O)Nc2ccc(O)c(-c3nc4ccccc4o3)c2)cc1
 : 1.4, 17, 19, -6, 1513, 2, 1.6, ., -5, 9, -12
O=C(CCc1ccccc1)NC(=S)Nc1cccc(Br)c1
 : -0.1, 4, -1, 34, 1557, -7, -0.1, 0.91, -3, 10, 2
CCCNC(=O)Nc1ccc2c(c1)nc(C)n2C
 : 1.0, 16, ., -1, 1594, -3, -1.6, ., -6, 8, 10
CC(C)CC1NC(=O)N(CC(=O)N2CCN(S(=O)(=O)c3ccccc3)CC2)C1=O (stereo not drawn)
 : 2.4, 12, ., -1, 1592, 7, 1.8, ., -8, 7, 8
CC1Cc2ccccc2N1C(=S)NC(=O)c1ccc(Cl)cc1Cl (stereo not drawn)
 : 0.1, 4, -4, -4, 1614, 7, 3.8, 7.8*, -5, 2, 14
CCC(Oc1ccccc1)C(=O)N1CCN(CC)CC1 (stereo not drawn)
 : 0.1, 1, ., 0, 1519, 3, 0.3, 0.64, 2, 1, 15
CCOC(=O)c1ccc(NC(=O)C2(c3ccc(OC)cc3)CCCC2)cc1
 : 1.0, 11, ., -2, 1569, 10, 3.4, ., -1, 3, 6
Nc1nc(C2CC2)c(Sc2sc(N)nc2C2CC2)s1
 : -5.2, 5, 7, 18, 1352, 7, 0.4, 0.61, -6, 8, 4
CC(C)Cn1c(-c2ccc(Cl)cc2)cnc1SCC(=O)N1CCOCC1
 : -0.4, 0, 2, 1, 1464, -7, 2.6, 0.17, -4, -1, -5
O=C(CNC(=O)OCc1ccccc1)NC1CCCCCC1
 : 0.2, 3, 7, -2, 1664, 7, 0.1, 0.029, 3, 1, -1
c1ccc(CC2CCN(c3ncnc4sccc34)CC2)cc1
 : -0.9, 9, 20, 20, 1636, 5, 0.0, -1.3, 1, 11, 4
O=C(O)CCc1nc2cc3ccccc3cc2[nH]1
 : 0.0, -2, -43, -8, 1688, -1, 1.1, 1.3, 0, -9, -10
Cn1c(=O)[nH]c(=O)c2c1nc(CN1CCOCC1)n2CCCc1ccccc1
 : -0.2, 2, -1, 22, 1413, -3, 0.8, ., 2, 2, 2
COCCn1c(SCC(=O)Nc2nnc(C)s2)nnc1-c1cc2ccccc2cc1O
 : 2.4, -2, 18, 1, 1601, 5, 2.0, -0.37, -2, 12, -9
COC(=O)c1ccccc1N1CCS(=O)(=O)CC1
 : 0.1, 1, 6, -7, 1562, 8, 0.9, 0.55, -1, 5, 15
O=C(O)CCC(=O)Nc1ccc(N2CCCCCC2)cc1
 : -0.3, -6, ., 97*, 1566, 9, 2.6, 5.1*, 2, 5, 2
CCCn1c(SCc2nc(-c3cccs3)no2)nnc1-c1ccncc1
 : 1.0, 3, -8, -5, 1357, 1, 1.1, 0.17, -3, -2, 0
CCC(=O)Nc1c(S(=O)(=O)c2ccccc2)c2nc3ccccc3nc2n1C(C)c1ccccc1 (stereo not drawn)
 : -0.3, 13, -33, 22, 1726, 7, 1.6, -2.6, -3, 6, -70
CC(=O)Nc1nc(=O)c2ccccc2s1
 : 3.3, -1, -11, -1, 1633, 2, 0.3, 0.28, 0, 4, 7
COCCn1c(=S)[nH]c2cc(C(=O)NC(C)C)ccc2c1=O
 : -3.5, -1, ., -3, 1500, -1, 0.1, ., -3, 4, -11
CC(C)c1ccccc1OCCNC(=O)c1cccnc1
 : -0.5, 5, -3, 0, 1518, -4, 2.2, 0.49, 2, -1, -11
O=C(OCC(=O)c1ccc[nH]1)c1ccc2ccccc2n1
 : -0.1, 6, -14, -7, 1689, 8, 6.1, -0.78, -10, 4, -1
COC(=O)c1ccccc1NC(=O)C1CCN(S(=O)(=O)c2cc(C)ccc2OC)CC1
 : 2.2, 3, -27, 76*, 1512, -2, 2.1, ., -2, -2, 3
CN(c1ccccc1)S(=O)(=O)c1ccc(Cl)c(C(=O)NCCc2c[nH]c3ccccc23)c1
 : 1.3, 9, -10, 95*, 1722, 9, 6.4, 0.18, -4, 2, 6
CCOC(=O)C1CCCN(C(=O)c2sc3nc(C)nc(N4CCOCC4)c3c2C)C1 (stereo not drawn)
 : 1.9, 5, 8, -3, 1524, -4, -1.2, ., -6, 2, 0
CC(=O)c1c(C)oc2ccc(NS(=O)(=O)c3cccs3)cc12
 : -2.0, -3, 4, -2, 1282, -3, 2.4, -0.62, 1, -5, 3
Cc1cccc(NN=C2c3ccccc3-c3ccccc32)c1
 : 0.4, -6, -4, -7, 1753, -2, 7.4, ., -4, 9, 6
Cc1ccc(OCC(=O)Nn2cnnc2)c(Br)c1
 : 0.8, -14, ., 0, 1469, -7, 2.5, -0.017, -1, 4, 0
CC(C)(C)S(=O)(=O)c1cnc2c(-c3ccc(F)cc3)cnn2c1N
 : -8.5, 4, ., -13, 1730, 5, 4.0, 0.46, 0, -2, 15
COc1ccc(OC)c(C(=O)COC(=O)CNC(=O)C2CCCCC2)c1
 : -1.8, 3, -27, -5, 1418, -8, 0.8, ., -1, 6, 1
COc1ccc(CC(=O)OCC(=O)NC(=O)NC2CCCCC2)cc1
 : -2.9, -1, -51, -6, 1594, -5, 0.9, ., -3, 2, -3
COc1ccc(-n2c3c(cc(C(=O)N4CCN(CCO)CC4)c2=O)C(=O)CC(C)(C)C3)cc1
 : 0.0, 17, ., -3, 1505, 2, 1.2, -0.02, 2, 0, 5
